Assay outcomes (PubChem)
UDG counterscr: UDG inhibition counter-screen; FRET deamination/UDG coupled assay, UDG read, 4 h; hit rate 0.14% among 91,000; Potency, µM (top dose mostly 115 µM), for inactives: at the top dose activity change, negative = inhibition, most hits filed as inhibitors; further: nearly all actives have a fitted effect of over 65% in size
AID inhibitor: activation induced cytidine deaminase inhibition. AID deamination FRET fluorescence, UDG-coupled, 4 h. Potency, µM (series often up to 115 µM), without a hit: top-dose activity change, negative = inhibition, actives largely listed as inhibitors. hit rate 0.32% among 91,000; further: nearly all actives have a fitted effect of over 25% in size
Target sequence (Q9GZX7 whole entry, looked up): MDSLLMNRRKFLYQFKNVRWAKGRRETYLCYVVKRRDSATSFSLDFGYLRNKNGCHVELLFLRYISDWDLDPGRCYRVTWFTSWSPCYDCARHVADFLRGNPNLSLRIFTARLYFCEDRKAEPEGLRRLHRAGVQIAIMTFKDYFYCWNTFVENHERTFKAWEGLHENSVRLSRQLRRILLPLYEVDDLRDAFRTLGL
Starred values were filed as active, the others as inactive; u = inconclusive; [ ] = dose if it differs, or a comment. The call rests on the fitted dose curve; in most records, active means well fitted curve in the direction sought with a large enough effect; inconclusive means small, poorly fitted or top-dose-only effect, or another doubt; inactive means no such curve, though single readings can be large; an effect the other way counts as inactive or inconclusive. On the % scale 0 is the no-effect control and ±100 the full control effect; potency means the concentration at half of the fitted maximal effect.

Structure | UDG counterscr | AID inhibitor
CCc1ccc(NC2=NC(CC)CS2)cc1 (configuration not stated) | 6% | -1%
COCCn1c(C)c(C)c(S(=O)(=O)c2ccc(F)cc2)c1NC(=O)COC | 2% | -1%
c1ccc(-c2cc3n(c2)CCc2ccccc2-3)cc1 | 9% | 20%
CCc1c(C(C)=O)oc2ccccc12 | -1% | 1%
Cc1cccc(C(=O)N2CCNC(=O)C2CC(=O)Nc2ccc(F)cc2)c1 (configuration not stated) | -7% | 16%
COc1ccc(-c2cc(=O)c3cc(C)ccc3o2)cc1 | 0% | 2%
CCOc1ccc(C2c3c(oc4ccc(C)cc4c3=O)C(=O)N2CCCN2CCOCC2)cc1 (configuration not stated) | -3% | 16%
COc1ccc(C(=O)Oc2c(C)cccc2C)cc1I | -5% | -4%
O=C(CSc1nc2cc(Cl)ccc2s1)NC(c1ccccc1)c1ccccc1 | -1% | -9%
CCCCC(=O)Nc1oc2c(C)cccc2c(=O)c1-c1ccc2c(c1)OCO2 | 6% | -1%
Cc1ccc2c(c1)N(CC(=O)c1c(C)n(C)c3ccccc13)C(=O)CO2 | -4% | 1%
Oc1ccc2ccccc2c1CN(Cc1ccccc1)Cc1ccccc1 | -17% | 19%

Structure | UDG counterscr | AID inhibitor
CCN1C(=O)C(O)(c2c[nH]c3ccccc23)c2cc(Br)ccc21 (configuration not stated) | 9% | 30%
Cc1cc2oc(C(=O)Nc3sc4c(c3C(=O)NCC3CCCO3)CCC4)cc(=O)c2cc1C (configuration not stated) | -10% | -27%
C/C=C/C(=O)OC(C)C(=O)Nc1ccccc1SC (configuration not stated) | 5% | 8%
O=C(c1ccccc1)C1OC1c1ccc(F)cc1 (configuration not stated) | -1% | -5%
COc1ccccc1NC(=O)CSc1nc(-c2cccc(Cl)c2)nc2c1Cc1c(CO)cnc(C)c1O2 | 5% | 4%
N#C/C(=C/c1ccccc1OCC(=O)O)C(=O)Nc1ccc(N2CCOCC2)cc1 | -3% | 4%
O=C(Nc1nc(-c2ccc(Cl)s2)cs1)C1CC1 | 4% | 9%
O=C(Oc1c2c3c(noc3c3ccccc13)C(Oc1ccccc1)=CC2=O)c1cccc(F)c1 | 10% | 15%
CN(CCO)C(=O)c1nc(-c2cccc3[nH]ccc23)no1 | -24% | -6%
O=C(NCCc1ccc(Cl)cc1)c1ccc(Cn2c(=O)[nH]c3ccccc3c2=O)cc1 | 4% | -6%
O/N=C/c1cn(-c2ccccc2)nc1-c1ccc(-c2ccccc2)cc1 | -8% | -17%
CC(C)NC(=O)c1cccc(Cl)c1 | 3% | 0%

Entries of single compounds, looked up by structure:
O=C(c1ccccc1)C1OC1c1ccc(F)cc1 (configuration not stated) as listed: UDG counterscr = -1%; AID inhibitor = -5%
O=C(Nc1nc(-c2ccc(Cl)s2)cs1)C1CC1 as listed: UDG counterscr = 4%; AID inhibitor = 9%

Other structures:
Structure | UDG counterscr | AID inhibitor
NC(=O)CCS(=O)(=O)CCN1CCCC1c1cccc(F)c1 (configuration not stated) | 1% | 4%
Cc1cccc(OCc2nc(C)c(C(=O)Nc3cc(C)ccc3C)s2)c1 | 4% | 4%
CC(C)(C)OC(=O)N1CCC(c2c(C(=O)N3CCN(c4cccc(Cl)c4)CC3)cnn2-c2cccc(Cl)c2)CC1 | 2% | -20%
CCOc1c(Br)cc(/C=C/C(=O)c2cccc(OC)c2)cc1OC | -7% | -12%
O=C(Nc1cccc2cccnc12)c1cccc(C(=O)Nc2cccc3cccnc23)c1 | 4% | u
C/C(=N\NC(=O)C1CC1)c1ccc(C)o1 | 4% | 4%
CC(=O)Nc1ccc(NC(=O)CCCn2nc(C)c3sc4ccccc4c3c2=O)cc1 | 5% | 10%
Cc1cccc(Nc2c3c(nc4nncn24)CCC3)c1C | 2% | -15%
CCOc1cc(CNc2ccc(O)cc2)cc(Cl)c1OCc1ccccc1 | -25% | u
Nc1cccc(C(=O)c2ccncc2)c1 | -2% | 51%[activator]
Cc1cccc(N2C(=O)N(Cc3cccc(C#N)c3)c3ccccc3S2(=O)=O)c1 | -21% | u
COc1cccc(NS(=O)(=O)c2ccc3[nH]cc(C(=O)NC4CCCCC4)c(=O)c3c2)c1 | -3% | 20%

Structure | UDG counterscr | AID inhibitor
Cc1cc(F)ccc1NS(=O)(=O)c1ccc(-n2cccn2)cc1 | 1% | -7%
Cc1cc(NC(=O)c2cc(Cl)ccc2Cl)ccc1-c1cc2ccccc2oc1=O | -1% | 6%
CCCC1(C)C(C#N)(C#N)C1(C#N)C#N | 13% | 6%
CCOC(=O)C1=C(CN(CCOC)Cc2ccco2)NC(=O)NC1c1cccc(OC)c1OC (configuration not stated) | 1% | -5%
NCc1ccc2[nH]ccc2c1 | -3% | 10%
Cc1ccc(C(c2c(O)cc(C)n(Cc3ccco3)c2=O)N2CCC(C)CC2)cc1 (configuration not stated) | 0% | -7%
Cc1ccc(NC(=O)CN2C(=O)CCc3cc(S(=O)(=O)N4CCCCC4)ccc32)cc1C | -3% | 7%
Cc1ccc(Nc2nnc(-c3ccc(C)c(S(=O)(=O)N4CCN(C)CC4)c3)c3ccccc23)c(C)c1 | -14%[57.5 µM] | u
COc1ccc(/C=C2\Oc3cc(OS(=O)(=O)c4ccc(C)cc4)ccc3C2=O)cc1 | -10% | -17%
Cc1cc(C)cc(OCC(O)Cn2nc(-c3ccco3)oc2=O)c1 (configuration not stated) | 0% | -1%
COc1ccc(-c2nn3c(C(C)(C)C)nnc3s2)cc1OC | -10% | -10%
CC(=O)N1CCC(NC(=O)c2cc(=O)c3ccccc3o2)CC1 | 1% | -2%

Structure | UDG counterscr | AID inhibitor
CC(C)NC(=O)c1ccc(Cl)cc1 | 10% | 9%
CCn1c(-c2ccc(S(=O)(=O)N3CCOCC3)cc2)csc1=Nc1ccc(C)c(Cl)c1 | -7% | -2%
CC(C)Cn1c(=O)c2ccccc2n2c(CCC(=O)N3CCN(c4cccc(Cl)c4)CC3)nnc12 | -14% | -14%
COc1ccc(OC)c(NC(=O)CSC2=Nc3ccccc3C3=NC(CCC(=O)NC4CCCCC4)C(=O)N23)c1 (configuration not stated) | 0% | 8%
Cc1ccc(-n2c(=O)c3cccnc3n2CC(=O)Nc2ccc(Br)cc2)cc1C | -1% | 16%
CCCCNC(=O)CCn1c(=O)c2ccccc2n(Cc2cc(C)ccc2C)c1=O | -3% | 7%
Cc1c(C(=O)OCc2ccccc2)[nH]c2c1C(=O)CC(c1ccccc1)C2 (configuration not stated) | -14% | -9%
O=C(CCC1CCCO1)NC1CCCC1 (configuration not stated) | 8% | 1%
N#CCCN1CCN(C(C(=O)O)c2cn(CC(=O)O)c3cc(F)ccc23)CC1 (configuration not stated) | 3% | 3%
Cc1cc(C)cc(NC(=O)N2CCC(C(N)=O)(N3CCCCC3)CC2)c1 | -4%[57.5 µM] | 0%
O=c1ccc(S(=O)(=O)N2CCCC2)cn1Cc1ncc(-c2ccc(Cl)cc2)o1 | -2% | -12%
O=C(Nc1cccc(C(F)(F)F)c1)c1cc2nc(-c3ccco3)cc(C(F)(F)Cl)n2n1 | 0% | 22%

Structure | UDG counterscr | AID inhibitor
N#CC1=C(SCC(=O)Nc2ccccc2)NC(=O)C(C#N)C12CCCCC2 (configuration not stated) | -2% | -8%
COc1ccc(Cl)cc1NC(=O)N1CCSc2ccccc21 | -6% | -18%
NS(=O)(=O)c1ccc(NC(=O)c2ccc3c(c2)CCN3S(=O)(=O)c2ccccc2)cc1 | -10%[57.5 µM] | 8%
CCCCN(CC)C(=O)Cn1ncc2c3ccccc3n(CCC)c2c1=O | -6% | -7%
Cc1cccc(S(=O)(=O)c2cn(C)c3cc(N4CCCCCC4)c(F)cc3c2=O)c1 | 6% | 12%
CCc1ccc(CNC(=O)CCn2c(=O)c3cccn3c3ccc(F)cc32)cc1 | -3%[57.5 µM] | 3%
O=C(CCCCCCC(=O)NCCN1CCCC1)NCCN1CCCC1 | 1% | 41%[activator]
COc1cccc(NC(=O)Cn2c(=O)n(CCCCC(=O)NCc3ccc4c(c3)OCO4)c(=O)c3ccccc32)c1 | 5% | 23%
O=C(c1nn(Cc2ccccc2)c(=O)c2ccccc12)N1CCN(c2ccccc2)CC1 | 0% | -14%
CC(C)(C)c1ccc(C(=O)COC(=O)c2ccc3ccccc3n2)cc1 | u | -17%
CCN(Cc1nc2cc(Cl)ccc2c(=O)[nH]1)C(=O)Cc1csc(-c2ccc(C)cc2)n1 | 8% | 7%
Cc1cc(=O)n(CC(=O)N2CCN(c3ccc(F)cc3)CC2)c2c1c(C)nn2C | 62%[activator] | 8%

Structure | UDG counterscr | AID inhibitor
CCOCCCNC(=O)C(c1ccc(C)cc1)N(Cc1cccs1)C(=O)CNC(=O)c1ccccc1 (configuration not stated) | -6% | -10%
N#Cc1ccc(CCC(=O)OCc2ccc(C#N)cc2)cc1 | 2% | -4%
Cc1ccc(-c2cc(C(=O)O)c3cc(Cl)ccc3n2)o1 | 8% | 18%
Cc1ccc(NC(=O)CCSc2nc(-c3ccc4c(c3)OCO4)cc(C(F)(F)F)n2)cc1 | 9% | 18%
CN(C)CCCSc1nc(N2CCOCC2)c2c(c1C#N)CCCC2 | -10% | -10%
c1ccc(-c2nc(N3CCCCCC3)c3ccccc3n2)nc1 | 2% | -20%
COc1ccc2c(Sc3ccccc3)c(C(=O)NCCN(C)C)[nH]c2c1 | -2% | 170%[activator]
N#C/C(=C/c1ccc(OC(F)(F)F)cc1)c1nc2ccccc2[nH]1 | 1% | -2%
COc1cccc(-c2[nH]nc3c2C(c2ccccc2F)C(C#N)=C(N)O3)c1 (configuration not stated) | 9% | -3%
CCOC(=O)C(O)(NC(=O)NC(C)=O)C(F)(F)F (configuration not stated) | -3% | -2%
Cc1cccc(C)c1-n1ncc(C(=O)N2CCN(c3ccccc3)CC2)c1C1CCN(C(=O)OC(C)(C)C)CC1 | -17% | u
COc1ccc(Cn2c(C(=O)O)c(CNC3CCCCCC3)c3ccc(OC)cc32)cc1 | 0% | -14%

Sorted by the number under AID inhibitor (low to high): 7 of the compounds above.
canonical_smiles | AID inhibitor
c1ccc(-c2nc(N3CCCCCC3)c3ccccc3n2)nc1 | -20%
COc1ccc(Cn2c(C(=O)O)c(CNC3CCCCCC3)c3ccc(OC)cc32)cc1 | -14%
CN(C)CCCSc1nc(N2CCOCC2)c2c(c1C#N)CCCC2 | -10%
N#Cc1ccc(CCC(=O)OCc2ccc(C#N)cc2)cc1 | -4%
COc1cccc(-c2[nH]nc3c2C(c2ccccc2F)C(C#N)=C(N)O3)c1 (configuration not stated) | -3%
CCOC(=O)C(O)(NC(=O)NC(C)=O)C(F)(F)F (configuration not stated) | -2%
Cc1ccc(-c2cc(C(=O)O)c3cc(Cl)ccc3n2)o1 | 18%

Continued.
Structure | UDG counterscr | AID inhibitor
CCOc1ccc2nc(N3CCCC(C(=O)Nc4cc(C)ccc4C)C3)sc2c1 (configuration not stated) | -12% | 0%
CCOc1ccccc1Nc1nc2ccccc2nc1NS(=O)(=O)c1ccc(Cl)cc1 | 9% | 19%
CC(C)(C)NC(=O)COc1ncnc2ccccc12 | 12% | 1%
COc1ccc(C(=O)Nc2ccc3oc(C)nc3c2)cc1 | -6% | -1%
Cc1ccc(CNC(=O)C2CCN(S(=O)(=O)c3cc(-c4noc(C)n4)ccc3C)CC2)cc1 | 3% | -3%
CC(C)(C)OC(=O)COc1ccc2cc(-c3ccccc3)c(=O)oc2c1 | -7% | -11%
O=C(NC1CCCC(C(F)(F)F)C1)c1cc2c(F)cccc2s1 (configuration not stated) | -3% | -1%
Cc1ccc2c(c1)C(=O)OC(C(=O)Nc1ccc(C(=O)O)cc1)C2 (configuration not stated) | 0% | 1%
COc1cc(C(=O)OCc2ccc(C#N)cc2)cc(OC)c1OC | -5% | -8%
CCCn1c2ccccc2c2cnn(CC(=O)N(C)c3ccc(F)cc3)c(=O)c21 | -17%[57.5 µM] | -25%
COC(=O)c1c(SCC(=O)Nc2cccc(C(F)(F)F)c2)[nH]c2ccccc2c1=O | 0% | -24%
CSc1ccccc1NC(=O)/C=C/c1ccncc1 | -5% | -1%

Structure | UDG counterscr | AID inhibitor
CCC(C)Oc1ccc(C(=O)NCc2cccs2)cc1 (configuration not stated) | -8% | -8%
O=C1CN(C(=O)Nc2ccccc2Cl)C(c2ccccc2)c2c(sc3c2CCCC3)N1 (configuration not stated) | 4% | -19%
Cc1ccccc1COc1ccc2c(C)cc(=O)oc2c1 | -1% | -6%
Cc1cc(C)c2oc(-c3cc(NC(=O)C(C)(C)C)ccc3O)nc2c1 | -1% | -4%
O=C(/C=C/c1cccc(O)c1)c1cccc(O)c1 | -5% | -19%
CC(C)(C)C1CCC(=NO)CC1 (configuration not stated) | 4% | 2%
COc1ccc(NC(=O)NCCn2c(C(F)(F)F)nc3ccccc32)cc1OC | 0% | -8%
Cc1cc(C)c2c(-n3cccc3)c(C(=O)NCCc3ccc(Cl)cc3)sc2n1 | -6%[57.5 µM] | 14%
Cc1cccc(C)c1NC(=O)c1csc2c1CCCC2 | -6% | 3%
COc1ccc(-c2nc3n(n2)C(c2ccc(O)cc2)C(C(=O)Nc2cccnc2)=C(C)N3)cc1OC (configuration not stated) | -3% | -6%
CNC(=O)c1cc(=O)n(CC(=O)Nc2ccc(C)c(C)c2)c2ccccc12 | 0% | 2%
CCOc1ccccc1N(CC)C(=O)Cc1noc2ccccc12 | -15% | -8%
COc1cc2c(cc1OC)CN(C(=O)Nc1ccccc1)CC2 | -5% | 4%
CC1CCCCN1c1cc2c(cc1F)c(=O)c(S(=O)(=O)c1ccccc1)cn2Cc1ccccc1 (configuration not stated) | 3% | 16%

Some of the compounds tested. The share of hits here may be higher or lower than overall.
